Source: PubChem
Runt-CBFb FRET = Runt domain-CBFb interaction inhibition | inhibition, % at 20 µM | Q01196+Q13951 | hit rate 0.46% among 220,000 | AID 1496 | Cerulean-Runt/Venus-CBFb FRET ratio 530/480, 1 h;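 active = inhibition over about 50% at 20 µM in the single-dose screen, limit read from the data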;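 also: 0% = DMSO wells and 100% = excess unlabeled CBFb competitor control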
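Schedule: protein complex preformed 1 h, compound exposure 1 h, room temperature, dark; test system: Cerulean-labeled Runt domain protein; amount: 100 nM per protein; buffer or medium: Tris 50 mM pH 7.5, KCl, K2SO4, 0.01% BSA; read-out: loss of energy transfer signal; detection: FRET fluorescence; controls: 5 µM unlabeled CBFb as full-inhibition high control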
p97 ATPase inh = blocks human p97 ATPase activity; P55072; AID 1481; inhibition, % at 8 µM; recombinant p97 ATPase, Kinase-Glo ATP luminescence, 3 h; hit rate 0.42% among 220,000; in the data active = inhibition above about 15%;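 also: 0% = DMSO vehicle and 100% = wells lacking enzyme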
RBBP9 inhibitor = blocks human serine hydrolase RBBP9. recombinant RBBP9, FP-Rh probe fluorescence polarization. inhibition, % at 7.94 µM. hit rate 0.2% among 220,000. AID 1515;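 active = inhibition above the campaign mean of all tested compounds plus 3 SD, cut at about 14% in these data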;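 also: plate controls were DMSO wells with RBBP9 for no effect and wells lacking RBBP9 protein for full effect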
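system = RBBP9 protein | input = RBBP9 at 2.5 µM in dispensed solution, before mixing | measured by = fluorescence polarization (mP), excitation 525 nm, emission 598 nm | incubation = enzyme-compound preincubation 30 min, then probe labeling 45 min, 25 °C | buffer or medium = Tris-NaCl-Pluronic buffer, pH 8.0 | compound = single dose 7.94 µM | also added = FP-Rh probe, 375 nM dispensing solution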
Hck Nef HTS = human Hck-Nef kinase inhibition. Recombinant Hck-YEEI plus Nef, Z-Lyte FRET kinase assay. inhibition, % at 20 µM. hit rate 0.68% among 220,000;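 active = Hck-Nef kinase inhibition above about 50%, limit read from the data; inactive = inhibition below that limit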;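 also: 0% = DMSO with Hck plus Nef and 100% = Hck alone without Nef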
Target sequence (P08631 whole entry, looked up): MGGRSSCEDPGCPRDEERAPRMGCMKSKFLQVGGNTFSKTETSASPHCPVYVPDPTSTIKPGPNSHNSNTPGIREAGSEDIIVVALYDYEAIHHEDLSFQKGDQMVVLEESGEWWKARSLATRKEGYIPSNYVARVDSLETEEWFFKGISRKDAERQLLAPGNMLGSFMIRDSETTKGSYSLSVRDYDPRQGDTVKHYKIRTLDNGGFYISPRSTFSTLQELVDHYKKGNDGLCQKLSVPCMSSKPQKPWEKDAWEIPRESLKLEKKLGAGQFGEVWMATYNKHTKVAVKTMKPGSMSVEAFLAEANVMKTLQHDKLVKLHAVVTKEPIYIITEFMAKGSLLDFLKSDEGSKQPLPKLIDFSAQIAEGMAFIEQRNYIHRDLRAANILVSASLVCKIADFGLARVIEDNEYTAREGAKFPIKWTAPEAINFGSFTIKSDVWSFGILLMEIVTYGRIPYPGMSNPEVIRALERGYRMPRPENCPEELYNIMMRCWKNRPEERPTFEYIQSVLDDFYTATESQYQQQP
NPY Y1 blocker = blocks the human neuropeptide Y Y1 receptor | P25929 | HEK293-CNG Y1 cells, membrane potential fluorescence; NPY at EC95, then isoproterenol | inhibition, % at 3.6 µM | AID 1040 | hit rate 1% among 200,000;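 active = inhibition above the campaign mean inhibition of all tested compounds plus 3 SD, cut at about 20% in these data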;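 also: 0% = DMSO wells given NPY plus isoproterenol and 100% = isoproterenol alone without NPY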
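System: HEK293 cells with Y1 receptor plus CNG channel / Probe or stimulus: NPY 25 nM then isoproterenol 1 µM plus Ro 20-1724 25 µM / Compound: one concentration, 3.6 µM, in 0.4% DMSO / Schedule: compound incubation 1 h at room temperature, readout 45 min post-stimulation / Measured by: membrane potential fluorescence / Read-out: % inhibition of NPY effect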
Runt-SMMHC FRET = inhibitors of human RUNX1 Runt domain binding to CBFb-SMMHC; Q01196+Q13951; Cerulean-Runt/Venus-CBFb-SMMHC FRET ratio 530/480, 1 h; inhibition, % at 20 µM; hit rate 0.74% among 220,000;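 active = mean inhibition across duplicate retests at 20 µM reaching about 50%, limit read from the data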;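 also: 0% = DMSO wells and 100% = wells with excess untagged CBFb-SMMHC; inhibitors lower the FRET ratio by blocking Runt binding to CBFb-SMMHC; some results filed as inactive read as strong as hits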
NPY-Y2 PAM-ag = human NPY-Y2 potentiation or agonism, primary screen; P49146; cells expressing NPY-Y2, potentiator/agonist read-out; activation, % at 3.6 µM; hit rate 0.45% among 220,000; AID 1359; in the data active = activation above about 27%;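 also: cells stimulated with NPY near EC25 plus isoproterenol at EC100; 0% = vehicle plus submaximal agonist and 100% = vehicle plus saturating agonist; some results beyond the cut were filed as inactive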
Mdm2 ligase inh = inhibitors of human Mdm2 E3 ubiquitin ligase; cell-based MDM2 ubiquitination luciferase reporter, 2 h; 0 = plate control, 100 = twice control, blank-subtracted; Q00987; hit rate 0.11% among 210,000; AID 1230; signal enhancement, % at 5 µM;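 active = signal enhancement of 30% or more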;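 also: luminescence tracks abundance of the self-degrading MDM2-luciferase fusion protein; higher signal means inhibition of MDM2 E3 ligase activity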
Target sequence (Q00987 whole entry, looked up, the tested form may be a part): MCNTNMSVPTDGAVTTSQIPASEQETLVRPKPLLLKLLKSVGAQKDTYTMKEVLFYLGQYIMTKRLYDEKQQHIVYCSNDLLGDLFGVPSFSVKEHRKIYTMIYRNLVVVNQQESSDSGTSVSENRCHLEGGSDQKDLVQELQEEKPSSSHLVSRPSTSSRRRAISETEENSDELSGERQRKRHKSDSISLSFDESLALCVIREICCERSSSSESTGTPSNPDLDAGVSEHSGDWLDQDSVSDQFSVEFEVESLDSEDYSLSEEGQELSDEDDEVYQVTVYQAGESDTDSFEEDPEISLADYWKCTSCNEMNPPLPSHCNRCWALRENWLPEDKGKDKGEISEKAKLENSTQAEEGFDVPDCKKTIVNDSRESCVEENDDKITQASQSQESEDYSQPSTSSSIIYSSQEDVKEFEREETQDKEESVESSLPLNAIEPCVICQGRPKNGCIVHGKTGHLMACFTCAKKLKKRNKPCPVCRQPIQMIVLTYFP
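Timing – 2 h compound exposure at 37 °C · Assay system – mammalian cells stably expressing self-ubiquitinating, self-degrading MDM2 E3–luciferase fusion · Amount – 2000 cells seeded into each well · Measure – % luminescence enhancement versus blank-corrected plate control mean · Measured by – SteadyLite luminescence, 15 min reagent step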
NPY1 pot ag = human NPY-Y1 potentiation or agonism, primary screen; AID 1304; hit rate 0.37% among 220,000; activation, % at 3.6 µM; NPY-Y1 expressing cells, potentiator/agonist activation; in the data active = activation above about 33%, passing the limit was not always enough;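 also: cells stimulated with NPY at EC10 then isoproterenol at EC100; 0% = low agonist plus stimulus and 100% = saturating agonist plus stimulus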
* hit, by the source's call; x = not tested or not shown. No enrichment for hits; any-hit rate near 3.5%.

Molecule,Runt-CBFb FRET,p97 ATPase inh,RBBP9 inhibitor,Hck Nef HTS,NPY Y1 blocker,Runt-SMMHC FRET,NPY-Y2 PAM-ag,Mdm2 ligase inh,NPY1 pot ag
Cc1ccc(-c2[nH]nc3c2C(c2ccsc2)C(C#N)=C(N)O3)cc1 (centres undefined),-1,2,-7,-23,1,3,-15,-5,7
CCOc1ccc(NS(=O)(=O)c2ccc(C)c(C(=O)NCCCn3ccnc3)c2)cc1,0,3,-1,22,-2,2,-8,-6,-9
Cc1cccc(OCCSc2nnc(-c3ccoc3C)n2C)c1,0,3,-4,3,1,2,18,18,-9
Cc1nn(C)c(C)c1Sc1ccc(Br)cc1,0,-4,-7,4,6,-48,-13,-20,0
NC(=O)c1cccc2cc3ccccc3cc12,2,4,-1,5,-4,-1,8,5,0
NC1=NC2(CCCC2)n2c(nc3ccccc32)N1,2,2,-2,-14,5,2,-11,-1,7
CC(=O)c1c(C)[nH]c(C(=O)OCC(=O)N2CC(=O)Nc3ccccc32)c1C,1,-2,1,-1,-2,5,-17,1,5
O=C(/C=C/c1ccccc1[N+](=O)[O-])NCCCn1ccnc1,0,5,3,0,3,2,10,-8,-6
S=c1[nH]nc(-c2ccco2)n1/N=C/C=C/c1ccco1,50,3,-9,2,5,39,0,-8,-8
Cc1ccc(S(=O)(=O)Nc2ccc(O)c3ncccc23)cc1,10,2,9,17,5,9,4,-4,8
CC1(C)C(=O)NCCN1C(=O)CC1C(=O)NCCN1CC(c1ccccc1)c1ccccc1 (centres undefined),-1,6,3,20,-6,2,4,2,13
Cc1ccc(NC(=O)Nc2ccc(C(=O)N3CCOCC3)cc2)cc1,0,5,-3,-2,-10,3,-3,-16,12
Cc1ccc(/C=N/NC(=O)C(c2ccncc2)N2CCOCC2)cc1 (centres undefined),-1,7,-2,12,x,-2,-6,27,10
O=C(Nc1ccccc1C(=O)N/N=C/c1ccco1)c1ccccc1,-1,-8,-5,-6,9,0,1,-6,12
N#CC1=C(N)Oc2c(ccc3cccnc23)C1c1ccccc1 (centres undefined),-14,-4,-9,-22,x,-8,8,-16,22
O=C(COC(=O)CNC(=O)c1ccccc1)NCCc1ccccc1,0,1,-2,8,3,2,-12,2,-11
COc1ccc(CN=C2NC(=O)CC(C(=O)Nc3ccc([N+](=O)[O-])cc3C)S2)cc1 (centres undefined),-1,5,-2,3,4,3,2,-3,4
O=C(CCCNS(=O)(=O)c1cccc2nsnc12)NCCc1ccccc1,-1,-1,1,1,1,3,-14,-16,3
Cc1cc(C(=O)OCC(=O)NCc2ccco2)c(C)n1-c1ccccc1,-4,-4,-9,6,4,-2,2,-1,4
O=C(NNS(=O)(=O)c1ccc(F)cc1)C1CC(c2cccnc2)=NO1 (centres undefined),0,4,0,20,1,-1,4,5,-21
C=CCN(CC=C)CCOc1ccc(OC(C)C)cc1,-1,1,6,-19,-1,1,-3,-6,-6
CCc1ccc2[nH]c(=O)c(CN(Cc3ccc4c(c3)OCO4)C(=O)c3ccco3)cc2c1,-4,3,-9,22,-5,-3,-13,-2,-4
Cc1ccccc1OCC(=O)OCC(=O)c1ccc(OCc2ccccc2)cc1,-1,-10,-8,1,8,-8,4,-2,-19
COC(=O)c1cn(-c2ccc(F)cc2)c(=O)c2ccccc12,1,3,4,19,-3,0,0,-7,1
CC(C)c1nc(C#N)c(NN)o1,0,5,-8,22,x,-2,-10,-13,-3
Cc1ccc(NC(=O)Nc2ncccc2C)cc1,-1,-4,-3,0,2,-12,-5,-20,-25
O=S1(=O)N=C2CCCCCN2C(c2ccncc2)N1 (centres undefined),0,-6,-5,-2,-4,-3,-15,-11,16
COc1ccccc1C(=O)Nc1cc2c(ccc3ccccc32)oc1=O,-4,1,-8,8,5,-8,-4,2,10
COc1ccc(NC(=O)CSc2nc(C)cc(C)n2)c([N+](=O)[O-])c1,-2,-1,-14,18,1,-1,-13,-22,-14
CCN(CC)c1ccc2c(O)cc(=O)oc2c1,0,1,8,20,8,-5,2,1,5
COc1cccc(OC)c1OCCCCCc1c(C)n[nH]c1C,-3,1,-10,3,-3,3,9,-19,2
CCCCNc1nc(-c2ccccc2)cc(C(F)(F)F)c1C(N)=O,0,-4,-10,12,-2,0,0,1,14
COc1ccc(-c2nc(-c3cccs3)c(-c3cccs3)[nH]2)cc1O,-3,15*,2,4,5,0,5,-13,-11
COc1ccc(-c2nc3cccc(C)n3c2NCC2CCCO2)cc1O (centres undefined),0,5,-10,17,-2,1,5,-13,10
COc1cc(OC)cc(C(=O)N2CCN(C(=O)COc3ccc4ccccc4c3)CC2)c1,-9,-2,-4,-2,3,1,-7,-10,-29
C=CCNC(=O)C1CC2Cn3c(nc4cc(C)c(C)cc43)C2N1C (centres undefined),2,x,x,30,x,2,x,17,x
O=[N+]([O-])c1ccc(N=Cc2c(O)ccc3ccccc23)cc1,19,8,-5,35,x,-3,4,-6,7
O=C1CN(C(=O)Cn2ncc(Cl)c(Cl)c2=O)c2ccccc2N1,-2,4,-7,12,-3,-1,9,-11,1
Cc1cc(Br)ccc1SCC(=O)OCC(=O)NCc1ccc2c(c1)OCO2,-1,-1,-6,-2,6,-2,-25,-7,-25
O=C(NCC1CCCO1)c1ccccc1-c1nc(-c2ccc(Cl)cc2)no1 (centres undefined),-5,-7,4,1,-4,-1,-11,-8,11
O=C(c1ccccc1)c1coc2ccc(O)c(Cl)c12,4,4,-8,1,-2,-2,11,-3,14
Cc1ccccc1CC1(CO)CCCN(C(=O)c2ccccc2Cl)C1 (centres undefined),x,-2,1,20,4,x,-8,-2,0
COc1ccc(Oc2cc(C)c3cccc(C)c3n2)cc1,-2,-2,-8,1,8,2,-6,-10,-36
CN(C)c1ccc(/C=C/C(=O)c2ccc3c(c2)OCCO3)cc1[N+](=O)[O-],-2,6,-5,4,10,-2,-1,-1,4
c1ccc(-c2nc(NCCCn3ccnc3)c3oc4ccccc4c3n2)cc1,x,-3,4,2,4,2,17,9,7
COCCN1C(=O)C(=O)/C(=C(/O)c2ccc(S(=O)(=O)N3CCOCC3)cc2)C1c1cccc(O)c1 (centres undefined),2,-4,-10,0,x,0,-21,-2,-5
N#C/C(=C/c1ccccc1)c1nn(CCO)c(N)c1C#N,3,4,6,39,-2,1,-5,-3,15
COC(=O)c1ccc(Oc2nc(SC)nc(N(C)C)n2)cc1,0,4,9,27,x,-5,10,-5,14
CCOc1ccc(NC(=O)N2CCN(c3nc4ccccc4s3)CC2)cc1,-4,0,-6,0,1,2,-3,-17,19
COc1cccc(C2NC(=O)NC(C)=C2C(=O)Nc2cccc(C)c2C)c1 (centres undefined),-2,8,4,1,-3,-6,0,-8,2
CCCc1cc(-c2nc(N)ncc2-c2ccc3c(c2)OCCCO3)c(O)cc1OC,-4,-2,-9,20,4,-2,-4,-22,-59
CC(c1ccncn1)N(C)Cc1nc(-c2ccc(C(F)(F)F)cc2)no1 (centres undefined),-5,1,1,-2,3,-1,2,-8,7
O=C(NCC1CCCO1)C(c1ccc(F)cc1)N(CCCN1CCOCC1)C(=O)c1ccc(-c2ccccc2)[nH]1 (centres undefined),-7,1,0,22,1,-3,4,-2,-9
COCCNC(=O)/C(C#N)=C/c1ccccc1Br,2,1,5,4,0,-2,-2,1,4
Cc1cc(C(=O)CSCc2nnc3n(CCC(C)C)c(=O)c4ccccc4n23)c(C)n1C,x,-4,-6,0,-2,x,-2,x,1
Cc1c(Cl)cccc1N1C(=O)CC(NNC(=O)c2cccnc2)C1=O (centres undefined),1,3,-6,3,2,-6,-3,-4,-15

Following part:
Molecule,Runt-CBFb FRET,p97 ATPase inh,RBBP9 inhibitor,Hck Nef HTS,NPY Y1 blocker,Runt-SMMHC FRET,NPY-Y2 PAM-ag,Mdm2 ligase inh,NPY1 pot ag
CCOc1ccc(Cc2noc3c2C(=O)CC(C)(C)C3)cc1OCC,1,0,0,7,8,2,-22,-6,-1
COc1ccccc1CNC(=O)/C=C/c1ccc(S(=O)(=O)N2CCOCC2)cc1,-1,-3,-7,16,2,1,-9,-4,-4
Cc1ccc(N2C(=O)C3CC(c4ccccc4)=C4C5C=CC(C6C(=O)N(c7ccc(C)cc7C)C(=O)C56)C4C3C2=O)c(C)c1 (centres undefined),-2,0,-6,5,-14,0,27,-12,31
COCCn1c(SCC#N)nnc1-c1ccc(OC)cc1,1,-3,-4,-5,10,0,-5,5,-2
O=C(CN(Cc1cccs1)C(=O)CNS(=O)(=O)c1ccccc1)NCc1ccco1,1,4,-2,1,3,3,13,-10,16
COc1ccc(S(=O)(=O)N2CCCc3ccccc32)cc1OC,0,0,-5,10,x,0,-22,-19,-1
O=S(=O)(NCCC1CC1(Cl)Cl)c1ccccc1 (centres undefined),0,1,1,7,x,-1,1,-10,21
O=C(CN1CCCCCC1)Nc1cccc2c1OCO2,3,0,3,-1,-6,4,1,-5,-17
Cc1ccc(-c2n[nH]c(=S)n2/N=C/c2cccs2)cc1,14,-7,-5,-1,-3,16,-20,-12,-8
Cc1cccc(C)c1NC(=O)C(c1ccc(Cl)cc1Cl)N1CCCCC1 (centres undefined),0,2,-5,3,7,-2,-11,-12,-52
COc1ccc(Cl)cc1N1C(=O)CC(Sc2ccccc2N)C1=O (centres undefined),1,-7,-11,-8,x,2,2,-6,-14
CCc1cc(=O)oc2cc(OCC(=O)OC)c(Cl)cc12,-1,-7,-7,1,-1,-2,-31,-3,-35
COC(=O)c1nnn(CC(=O)Nc2cccc(OC)c2)c1C(=O)OC,2,3,-2,1,2,-7,-25,-2,13
CC(=O)N(C)N(C)c1cc(C)nc(N)n1,0,7,-4,9,x,-6,6,-1,-3
